procasp3 activ = activators of human procaspase-3 D3A mutant, primary screen, biochemical, absorbance, PC-3 D3A mutant, single concentration | Caspase-3 (Homo sapiens), P42574 | recombinant procaspase-3 D3A, Ac-DEVD-pNA absorbance 405 nm | activation, % at 8.5 µM | 330,000 compounds, 0.11% hits;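 active = activation above the mean of all tested compounds plus 3 SD, cut at about 21% in these data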;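 note: 0% = DMSO alone and 100% = DMSO wells spiked with extra 5 µM PC-3 D3A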
Target sequence (P42574 whole entry D9A/D28A/D175A): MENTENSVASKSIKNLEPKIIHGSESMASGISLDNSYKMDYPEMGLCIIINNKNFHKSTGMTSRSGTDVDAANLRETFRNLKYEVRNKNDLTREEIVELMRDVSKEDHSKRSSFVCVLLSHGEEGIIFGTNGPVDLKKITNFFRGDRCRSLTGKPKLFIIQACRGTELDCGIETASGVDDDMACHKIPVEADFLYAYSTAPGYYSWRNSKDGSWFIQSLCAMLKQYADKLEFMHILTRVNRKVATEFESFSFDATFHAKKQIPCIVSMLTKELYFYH
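assay system = Procaspase-3 D3A mutant | signal = absorbance at 405 nm, 0 and 120 min | times = 1 h preincubation plus 2 h reaction at 25 °C | repeats = single replicate | read-out = % activation between DMSO and enzyme-spiked controls | medium = Zinc-free HEPES saline buffer with Triton X-100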
GRK2 aptamer HTS = compounds blocking aptamer binding on GRK2 – biochemical, human GRK2, bead flow cytometry, HTS, primary screen; 330,000 compounds, 0.59% hits; FAM-aptamer displacement from GRK2; inhibition of aptamer binding, % at 10 µM; AID 488847, 2010; Beta-adrenergic receptor kinase 1 (Homo sapiens), P25098;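 active = inhibition of aptamer binding above 40%, roughly 3 SD of noise, on plates passing a quality check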;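 note: median bead fluorescence of bound FAM aptamer so fluorescent compounds give negative values; no value below 0 was filed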
Target sequence (P25098 whole entry, looked up): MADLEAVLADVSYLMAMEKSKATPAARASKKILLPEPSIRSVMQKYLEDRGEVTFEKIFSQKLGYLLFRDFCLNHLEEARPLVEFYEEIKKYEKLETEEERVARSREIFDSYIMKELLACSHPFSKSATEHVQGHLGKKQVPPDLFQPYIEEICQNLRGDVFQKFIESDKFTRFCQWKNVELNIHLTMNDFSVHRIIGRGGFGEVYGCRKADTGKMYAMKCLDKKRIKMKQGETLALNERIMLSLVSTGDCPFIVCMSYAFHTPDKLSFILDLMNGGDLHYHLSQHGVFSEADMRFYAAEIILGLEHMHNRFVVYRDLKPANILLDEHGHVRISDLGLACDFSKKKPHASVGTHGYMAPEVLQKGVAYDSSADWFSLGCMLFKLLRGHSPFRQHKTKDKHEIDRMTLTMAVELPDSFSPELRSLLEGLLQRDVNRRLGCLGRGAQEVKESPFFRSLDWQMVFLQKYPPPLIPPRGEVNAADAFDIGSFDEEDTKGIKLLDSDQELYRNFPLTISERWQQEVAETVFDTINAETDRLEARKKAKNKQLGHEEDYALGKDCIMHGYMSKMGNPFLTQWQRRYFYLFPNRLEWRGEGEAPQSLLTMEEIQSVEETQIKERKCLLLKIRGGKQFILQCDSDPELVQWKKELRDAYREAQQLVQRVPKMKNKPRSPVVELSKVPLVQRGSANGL
Fh CTSL1 inh = Fasciola hepatica cathepsin L1 inhibitors, primary screen, counter-screen for PFM18AAP inhibitor project, biochemical, QFRET, fluorogenic peptide substrate; 300,000 compounds, 0.49% hits; recombinant F. hepatica cathepsin L1, Z-Leu-Arg-MCA fluorescence; AID 1906, 2009; inhibition, % at 5.96 µM;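 active = inhibition above the mean of all tested compounds plus 3 SD, set per screening campaign, cut at about 17% in these data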;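 note: 0% = plate median of test compound wells and 100% = 1 µM Z-Phe-Ala-diazomethylketone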
core dimer inh = inhibitors of HCV core protein dimerization, primary screen, biochemical, TR-FRET, high-throughput | AID 1899, 2009 | inhibition, % at 5 µM | 300,000 compounds, 0.33% hits | TR-FRET GST/Flag-core106 dimerization, 1536-well;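 active = inhibition above the mean of all tested compounds plus 3 SD, set per screening campaign, cut at about 45% in these data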
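assay system = GST-tagged and Flag-tagged HCV core protein residues 1-106 | controls = unlabelled core106 and no-GST-core106 wells | incubation = compound-protein-antibody incubation 4 h at 22.5 °C | probe or stimulus = Eu donor and XL665 acceptor anti-tag antibodies | read-out = % inhibition based on acceptor/donor emission ratio | signal = TR-FRET 671 and 617 nm emission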
PP1 counter = PP1-alpha phosphatase inhibitors, primary screen, counter-screen for PP5 inhibitor project, biochemical, fluorescence, OMFP substrate, single point; Serine/threonine-protein phosphatase PP1-alpha catalytic subunit (Homo sapiens), P62136; purified PP1alpha; inhibition, % at 6.7 µM; 320,000 compounds, 0.9% hits; AID 2235, 2010;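 active = inhibition above the mean inhibition of all tested compounds plus 3 SD, computed separately for each screening campaign, cut at about 15% in these data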
GASC-1 inh = inhibitors of GASC-1 histone demethylase, primary screen, biochemical, fluorescence, DELFIA europium. Lysine-specific demethylase 4C (Homo sapiens), Q9H3R0. GST-JMJD2C(1-420) H3K9me3 demethylation. inhibition, % at 2.35 µM. 330,000 compounds, 0.069% hits. AID 2099, 2009;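 active = more than half of a compound's replicate wells show inhibition beyond 50%, single wells judged on their own value; inconclusive = some, but no more than half, of replicates pass 50% inhibition; inactive = no replicate passes 50% inhibition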;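 note: signal counts dimethyl H3K9 product captured on neutravidin plate; 0% = median of DMSO wells and 100% = 0.3 times that DMSO median; strong numbers were not always called active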
procasp7 counter = procaspase-7 activators, primary screen, counter-screen for procaspase-3 activator project, biochemical, absorbance, HTS, human | Caspase-7 (Homo sapiens), P55210 | recombinant procaspase-7, Ac-DEVD-pNA absorbance 405 nm; D23A/D198A/D206A triple mutant, cannot self-cleave; scale: DMSO 0, 5 µM enzyme 100 | activation, % at 8.5 µM | 330,000 compounds, 0.093% hits | AID 463210, 2010;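 active = percent activation above the screen-wide mean plus 3 SD, cut at about 25% in these data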
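Assay system: Uncleavable procaspase-7 mutant enzyme / Input: 2 µM procaspase-7 mutant as dispensed / Dosing: single nominal 8.5 µM compound dose, 0.8% DMSO final / Timing: 1 h enzyme–compound preincubation and 2 h substrate reaction, both 25 °C / Detection: p-Nitroaniline absorbance at 405 nm, read at 0 and 120 min / Replication: singlicate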
PP5 inh = PP5 phosphatase inhibitors, primary screen, biochemical, fluorescence; Serine/threonine-protein phosphatase 5 (Homo sapiens), P53041; purified PP5c, OMFP substrate fluorescence; inhibition, % at 6.7 µM; 320,000 compounds, 0.18% hits;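 active = inhibition above the campaign's mean inhibition across all tested compounds plus 3 SD, cut at about 9.5% in these data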;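 note: 0% = DMSO only and 100% = 100 µM cantharidin control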
VLA-4 inh = inhibition in human VLA-4 binding assay, primary screen, VLA-4 allosteric modulator project, MLPCN library, flow cytometry, VLA-4 expressing cells | Integrin alpha-4 (Homo sapiens), P13612 | ligand binding flow cytometry | inhibition, % (about 7 µM as worked out from the volumes in the protocol) | 330,000 compounds, 0.2% hits; in the data active = inhibition above about 50%
The depositor's hits bear a star; ? = inconclusive; / = no result given. Rows are unselected. About 2.6% of those tested had a hit in this group.

Molecule	procasp3 activ	GRK2 aptamer HTS	Fh CTSL1 inh	core dimer inh	PP1 counter	GASC-1 inh	procasp7 counter	PP5 inh	VLA-4 inh
Clc1cccc(Cl)c1-c1noc(-c2ccno2)n1	-4	0	0	-2	0	0	3	2.2	2
COc1ccc(NC(=O)C2CCN(S(=O)(=O)c3ccc4c(c3)NC(=O)CO4)CC2)cc1	1	1	-4	2	0	-4	-11	3.4	19
Nc1nnnn1N=C1CCCCC1	-7	3	2	-5	-3	-1	9	0.6	14
O=c1c2ccccc2nc(/C=C/c2c[nH]c3ccccc23)n1CCO	4	5	2	4	5	-5	4	-1.3	5
COc1ccccc1NCCC(=O)OCC(=O)Nc1ccccc1F	0	0	/	/	/	-1	12	/	13
CCOC(=O)c1ccc(NC(=S)Nc2ccc3[nH]c(=O)[nH]c3c2)cc1	-15	16	-1	-1	2	7	-17	0.1	1
O=C(NC(=S)N1CCCCCC1)c1ccc(Cl)cc1Cl	8	1	1	7	3	-16	-4	2.8	6
CCOP(=O)(OCC)c1cccc(P(=O)(c2ccccc2)c2ccccc2)c1O	-8	0	3	4	-2	-6	4	-1.6	-2
O=S(=O)(c1ccccc1)C1Cc2ccccc2C1Cl (stereo not drawn)	-1	2	2	-3	2	-14	9	1.1	-1
COc1ccc(-c2nc(NC(=O)C3CC(=O)N(c4ccc5c(c4)OCCO5)C3)sc2C)cc1 (stereo not drawn)	6	1	3	40	3	17	6	4.5	1
CCOC(=O)c1ccc(S(=O)(=O)NC2CCC(C)CC2)cc1 (stereo not drawn)	-1	3	/	/	-1	-10	-2	0.4	-6
COc1ccccc1-n1c(CNC(=O)c2ccccc2)nnc1SCC(=O)Nc1nnc(C)s1	4	4	0	-5	-7	/	4	1.5	0
Cc1cc(=O)n2nc(N3CCCC(C(=O)NCc4ccc5c(c4)OCO5)C3)sc2n1 (stereo not drawn)	-1	0	7	-5	0	5	-3	-8.0	-12
CCn1c(=O)c(C(=O)NCCCO)c(O)c2ccccc21	-7	0	-2	-4	-5	4	3	-0.9	4
Cc1ccc(-n2c(N)c(C(=O)N3CCN(C)CC3)sc2=S)cc1	-27	0	-1	-1	-1	4	-17	4.0	14
CCOC(=O)N1CCN(c2cc(NCCO)c([N+](=O)[O-])c3nonc23)CC1	3	0	2	0	-2	17	-6	0.4	-7
CC(NC(=O)c1ccc(S(C)(=O)=O)cc1)c1cccc2ccccc12 (stereo not drawn)	1	3	3	-15	-5	18	-5	2.7	-17
CC(C)OC(=O)c1c(NC(=O)c2cccs2)sc2c1CCCC2	2	0	-1	4	-3	-4	12	1.1	0
Cc1cc(C)cc(N(CCC(=O)Nc2nnc(C)s2)S(=O)(=O)c2ccc(Cl)cc2)c1	-9	0	0	13	-4	-1	-2	1.6	-10
COc1ccc(OC)c(-n2c(C)cc(/C=C3\C(=N)N4N=C(CC(=O)N5CCOCC5)SC4=NC3=O)c2C)c1	-2	4	5	19	1	6	-10	0.1	-5
Cc1ccc(N(C(=O)c2csnn2)C(C(=O)NC2CCCCC2)c2cccnc2)cc1C (stereo not drawn)	2	9	1	-21	1	10	-12	-4.9	-3
O=C(COC(=O)c1ccc(OC(F)F)cc1)NCCCN1CCCC1=O	-2	0	0	2	-3	1	2	3.4	-7
O=C(CCC(=O)N1CCN(c2ccccn2)CC1)c1ccc(Cl)s1	8	2	/	/	0	5	-4	2.8	-11
O=C(CSc1c(Cl)cccc1Cl)N1CCC(c2nc3ccccc3s2)CC1	-10	0	3	13	1	-6	14	1.9	-8
CN(C)c1ccc(C(CNC(=O)c2ccc(C#N)cc2)c2c[nH]c3ccccc23)cc1 (stereo not drawn)	-1	0	0	8	2	-2	-2	2.6	27
C=Cn1cc[n+](CC(=O)c2ccc(Br)s2)c1	-1	7	3	7	2	8	1	0.2	11
CCn1c(SCc2ccccc2)nnc1-c1ccc(S(=O)(=O)N2CCCCC2)cc1	3	3	-2	15	3	4	8	4.9	5
CCOc1ccccc1NS(=O)(=O)c1ccc2[nH]c(=O)[nH]c2c1	6	1	1	4	-1	1	-9	-0.1	10
CC(=O)Nc1cc2c(=O)n(Cc3ccccc3)c(C)nc2cc1N1CCOCC1	7	3	-5	-8	3	-5	3	2.0	8
O=C(CN1C(=O)NC(Cc2ccccc2)C1=O)Nc1ccc(F)cc1 (stereo not drawn)	-88	4	3	5	-1	-8	5	-1.8	-49
CC1(Cc2cn(CCC#N)c3ccccc23)OCCO1	7	0	-1	3	-5	1	-4	0.9	-14
CCOC(=O)N1CCN(C(=S)Nc2cccc(C)c2C)CC1	10	0	3	-1	0	-2	10	-2.0	10
COc1ccc(CCC(=O)NCCc2ccc(Cl)cc2)cc1	-6	1	1	-4	0	-1	0	2.2	-5
COc1cc2[nH]c(=S)n(NC(=O)c3ccccc3)c(=O)c2cc1OC	4	0	0	-1	1	?	3	1.0	-8
CCOc1ccc(NC(=O)COC(=O)c2cccnc2)cc1	6	2	-6	2	1	-11	-10	2.7	26
Cc1ccc(C(O)c2nc3ccccc3n2C(C)C)cc1 (stereo not drawn)	-3	0	-2	-2	2	14	-2	1.5	18
O=C(NC12CC3CC(CC(C3)C1)C2)c1ccc(-c2ccc(Cl)cc2)o1	4	0	1	4	3	-18	5	2.1	-7
COc1ccc([C@H]2CC(=O)C=C(c3ccc(Oc4ccccc4)cc3)C2)cc1OC	13	0	/	/	-1	-5	9	3.4	15
CCCCCC(=O)N/N=C(\C)c1ccc(N2CCCCC2)cc1	-6	2	1	-6	0	14	4	3.4	19
COCCCNC(=O)CN(c1cccc(Cl)c1)S(C)(=O)=O	-9	4	0	2	-4	-1	-7	-0.7	-3
O=C1NC(c2ccccc2)CCC1(Cl)Cl (stereo not drawn)	-5	0	0	8	-3	-4	5	0.9	18
O=C(CN1CCN(C(=O)c2cccs2)CC1)Nc1ccc(Br)cc1	4	1	-1	0	0	6	2	-0.2	4
Cc1c([N+](=O)[O-])cc(S(=O)(=O)Nc2ccc(-c3ccc(N4CCCC4)nn3)cc2)cc1[N+](=O)[O-]	-1	6	3	44	19*	-27	2	1.6	-5
CC(=O)Nc1cccc(Oc2ccc3c(c2)C(=O)NC3=O)c1	-7	1	1	-1	4	-13	17	0.4	-2
O=C(NCc1ccco1)c1ccc2snnc2c1	-3	0	-2	-2	-4	15	2	1.2	-4
Cc1cc2nc(C)c(Cl)c(=O)n2[nH]1	2	0	0	-1	-1	17	-1	-0.5	-1
CCOC(=O)c1c(CN2CCN(CCO)CC2)n(-c2ccccc2)c2cc(Br)c(O)cc12	-3	6	0	-2	-1	4	-14	3.6	8
CC(C)(C)c1cc(C(=O)NNC(=O)c2ccc(Cl)cc2)no1	7	/	-2	-1	1	-10	5	0.8	-2
CCCCCCOc1ccc(/C=c2\s/c(=C(/C#N)C(=O)NCc3ccco3)n(-c3ccccc3)c2=O)cc1	-8	1	-2	10	-1	2	-15	-1.4	8
CN(c1ccccn1)c1ncnc2[nH]ncc12	-2	0	-2	1	-3	-10	5	0.1	8

In the list so far, these contain fluorine:
Molecule	procasp3 activ	GRK2 aptamer HTS	Fh CTSL1 inh	core dimer inh	PP1 counter	GASC-1 inh	procasp7 counter	PP5 inh	VLA-4 inh
COc1ccccc1NCCC(=O)OCC(=O)Nc1ccccc1F	0	0	/	/	/	-1	12	/	13
O=C(COC(=O)c1ccc(OC(F)F)cc1)NCCCN1CCCC1=O	-2	0	0	2	-3	1	2	3.4	-7
O=C(CN1C(=O)NC(Cc2ccccc2)C1=O)Nc1ccc(F)cc1 (stereo not drawn)	-88	4	3	5	-1	-8	5	-1.8	-49

Other records
Molecule	procasp3 activ	GRK2 aptamer HTS	Fh CTSL1 inh	core dimer inh	PP1 counter	GASC-1 inh	procasp7 counter	PP5 inh	VLA-4 inh
O=C(CCS(=O)(=O)c1ccc(Br)cc1)NC1CCCC1	6	80*	6	-10	-5	37	6	-0.9	-4
Cc1cccc(NC(=O)CSc2nnc(CNC(=O)c3ccc(S(=O)(=O)N(C)C)cc3)n2-c2cccc(C)c2)c1	-8	1	-2	4	-1	4	4	0.8	10
CCC1Sc2ccccc2N(CC(=O)NCc2ccc3c(c2)OCO3)C1=O (stereo not drawn)	-4	0	1	4	-2	5	-5	1.5	14
CCN1CCCC(Sc2nc3c([nH]2)c(=S)n(C)c(=O)n3C)C1 (stereo not drawn)	1	2	-1	-5	0	-14	-9	2.2	10
CC(=O)C1=C(O)C(=O)N(Cc2cccnc2)C1c1ccc(O)cc1 (stereo not drawn)	-1	1	4	-2	-3	2	-3	1.2	-7
CC1CCN(S(=O)(=O)c2ccc(Cl)cc2)CC1	-2	1	-2	-5	-4	-17	-1	0.4	-8
O=C(Nc1cc(S(=O)(=O)N2CCOCC2)ccc1Cl)C(=O)c1c(-c2ccccc2)cc2ccccn12	1	0	-3	9	6	-2	-13	3.5	4
CCOC(=O)c1c(S(=O)(=O)Nc2ccc(CN3CCC(C)CC3)cc2)c(C)n(C)c1C	2	0	15	1	2	-11	2	3.0	6
Cn1c(SCC(N)=O)nnc1C1CCN(C(=O)NCc2ccccc2)CC1	1	3	-2	-1	-4	1	-4	0.1	-7
O=C(c1sc2ccccc2c1Cl)N(Cc1ccco1)C1CCS(=O)(=O)C1 (stereo not drawn)	1	8	6	2	2	5	4	2.2	7
O=S(=O)(Nc1ncccn1)c1ccc(NC(=S)NCc2cccnc2)cc1	-2	3	-1	0	-2	-39	8	2.3	15
COc1ccc(/C=C/C(=O)O)cc1S(=O)(=O)NCc1ccccc1	6	29	0	0	0	-11	-3	1.2	7
COc1ccc(OC)c(NC(=O)c2cc3sccc3n2C)c1	-5	0	2	0	-1	0	-7	2.5	11
